Rpn11 block – Rpn11 (human) deubiquitinase inhibition; O00487; human 26S proteasome, Ub4-pepOG fluorescence polarization; 20S core pre-blocked with epoxomicin; calls only at 20 µM; 0.59% of 360,000 active; AID 588493;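 active = inhibition at 20 µM, scaled to each plate's controls, above about 33%, limit read from the data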
Scp-1 inhibitor – inhibitors of human Scp-1 phosphatase; Q9GZU7; Recombinant Scp1, phosphopeptide, malachite green phosphate absorbance; inhibition, % at 20 µM; 0.88% of 340,000 active; AID 493091;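 active = inhibition above about 50% at 20 µM, limit read from the data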;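 note: plate controls were DMSO wells with enzyme for no effect and wells lacking enzyme for full effect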
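Times: enzyme reaction 45 min at room temperature, colour 5 min, stabilisation 30 min. Material: SCP-1 catalytic fragment, aa 76-261. Medium: Acidic Tris acetate buffer with magnesium and detergent. Signal: colorimetric free-phosphate detection, absorbance 630 nm. Read-out basis: % inhibition of SCP-1 phosphate liberation. Reagent: Phosphorylated 17-residue peptide substrate.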
MT1-MMP act inh – blocks activation of human MT1-MMP; P50281; HT1080 RFP-PRO-GFP cells, GFP/RFP ratio fluorescence, overnight; percent of plate control window, DMSO zero; GFP/RFP ratio change, % at 20 µM; 0.061% of 360,000 active;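 active = GFP/RFP ratio change of at least 30% with cell ATP level not reduced by more than half and red fluorescence within 50% of control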; note: strong numbers were not always called active
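Assay system: RFP-PRO-GFP reporter HT1080 cells; read-out basis: GFP/RFP fluorescence ratio; benchmarks: DMSO wells and RFP-L50D-GFP cells; doses: 20 µM single dose, 1% DMSO; schedule: overnight cell settling, then overnight compound exposure, 37 °C, 5% CO2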
NadD block – NadD (S. aureus) enzyme inhibition; purified NadD enzyme, colorimetric absorbance read-out; inhibition, % at 20 µM; 0.78% of 360,000 active; in the data active = inhibition above about 26%; note: some compounds past the cut are filed as inactive
NRP1-CendR mod – modulators of CendR peptide binding to human neuropilin-1; 0.85% of 360,000 active; AID 602438; inhibition, % at 25 µM; O14786; FAM-RPARPAR peptide binding to NRP-1, fluorescence polarization;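 active = inhibition or corrected inhibition above about 18%, plus a signal ratio from 0.5 to 1.5, limit read from the data, passing the limit was not always enough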; note: strong numbers were not always called active
LMPTP inh – blocks human LMPTP phosphatase. P24666. recombinant LMPTP-A, OMFP fluorogenic substrate, fluorescence intensity. inhibition, % at 20 µM. 0.22% of 360,000 active. AID 651560;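 active = compounds that cut the enzyme signal by at least half of the control window in the single-dose screen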;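 note: plate controls were DMSO wells with enzyme plus substrate for no effect and substrate without enzyme for full effect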
Target sequence (P24666 whole entry, looked up): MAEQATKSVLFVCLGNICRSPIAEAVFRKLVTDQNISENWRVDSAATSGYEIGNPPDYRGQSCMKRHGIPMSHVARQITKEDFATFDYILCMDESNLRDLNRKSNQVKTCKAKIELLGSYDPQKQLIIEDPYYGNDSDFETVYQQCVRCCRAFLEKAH
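Material: LMPTP-A; amount: 0.625 nM enzyme; doses: single 20 µM dose; times: reaction 50 min, room temperature, dark; technique: fluorescence intensity of OMFP turnover product; benchmarks: no-enzyme and uninhibited controls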
SUMO1 PPI mod – modulators of human SUMO1-mediated protein-protein interactions; P63165; SUMO1 binding to a labelled peptide, TR-FRET, 1 h; inhibition, % at 20 µM; 0.33% of 360,000 active; in the data active = inhibition above about 37%
Target sequence (P63165 whole entry, looked up): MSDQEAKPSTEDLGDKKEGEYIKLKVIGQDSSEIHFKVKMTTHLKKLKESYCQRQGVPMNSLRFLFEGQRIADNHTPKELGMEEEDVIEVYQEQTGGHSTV
SKN-1 inh – C. elegans SKN-1 inhibition; inhibition, % at 21.8 µM; C. elegans VP596 Pgst-4::GFP/RFP ratio, acrylamide-induced, 24 h; 0.49% of 360,000 active;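 active = interference check ratio from 0.5 to 1.5 plus GFP to RFP signal ratio inhibition reaching or exceeding a fixed threshold, cut at about 30% in these data, passing the limit was not always enough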; note: some compounds called inactive have numbers as strong as hits
STEP block – blocks human striatal-enriched tyrosine phosphatase. P54829. recombinant STEP, OMFP fluorogenic substrate, fluorescence. inhibition, % at 20 µM. 0.25% of 360,000 active;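 active = inhibition at 20 µM, scaled per plate between control wells, above about 37%, limit read from the data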;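 note: 0% = DMSO with enzyme and substrate and 100% = substrate only without enzyme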
Target sequence (P54829 whole entry, looked up): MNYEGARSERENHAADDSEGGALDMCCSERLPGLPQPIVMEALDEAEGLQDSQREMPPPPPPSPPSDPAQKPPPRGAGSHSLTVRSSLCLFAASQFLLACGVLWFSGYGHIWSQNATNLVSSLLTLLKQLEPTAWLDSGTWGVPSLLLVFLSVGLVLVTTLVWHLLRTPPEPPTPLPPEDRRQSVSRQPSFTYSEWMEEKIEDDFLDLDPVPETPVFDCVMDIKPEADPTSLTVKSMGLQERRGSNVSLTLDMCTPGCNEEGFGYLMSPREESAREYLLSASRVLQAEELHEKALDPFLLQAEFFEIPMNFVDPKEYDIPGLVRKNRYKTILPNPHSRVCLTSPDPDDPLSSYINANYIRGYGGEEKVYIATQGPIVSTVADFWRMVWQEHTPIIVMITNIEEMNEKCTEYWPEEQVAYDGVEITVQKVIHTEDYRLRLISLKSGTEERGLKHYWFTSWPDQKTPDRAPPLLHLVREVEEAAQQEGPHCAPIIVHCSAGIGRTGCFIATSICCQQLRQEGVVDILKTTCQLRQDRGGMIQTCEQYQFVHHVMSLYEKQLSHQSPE
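Test system: STEP tyrosine phosphatase / Reagent: OMFP at 25 µM / Doses: 20 µM, 1% DMSO / Read-out: percent inhibition scaled to no-enzyme and uninhibited-enzyme controls, plate-pattern corrected / Detection: FITC-channel fluorescence of OMFP product / Medium: Bis-Tris buffer pH 6.0, 2.5 mM DTT, 0.005% Tween 20 / Schedule: 20 min at room temperature, dark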
DNMT1 block – inhibitors of human DNMT1; P26358; DNMT1 molecular beacon, Hinp1I cleavage, fluorescence; inhibition (reported as % activation of signal), % at 10 µM; 0.83% of 360,000 active; AID 588458; in the data active = inhibition above about 50%
Numbers without * were called inactive; i = inactive; x = not tested or not shown.

#	NRP1-CendR mod	SKN-1 inh	DNMT1 block	NadD block	MT1-MMP act inh	Scp-1 inhibitor	SUMO1 PPI mod	LMPTP inh	STEP block	Rpn11 block	compound
1	-4	-11	1	-11	-7	-5	1	0.2	-2	i	Cc1ccc2c(c1)C(c1ccccc1)N(C(=O)c1ccc3c(c1)OCO3)CC(=O)N2 (stereo not drawn)
2	3	7	-5	6	2	-1	-3	-0.4	1	i	O=C(c1noc2c1CCCC2)N1CCOCC1
3	-2	0	-1	-5	-4	2	-1	-0.2	2	i	CCn1c(SCC(=O)N(C)C)nc2cc(S(=O)(=O)N3CCOCC3)ccc21
4	2	0	-1	-1	6	-6	0	-1.8	0	i	C=CCc1ccccc1OCC(O)CNC(C)C (stereo not drawn)
5	5	2	6	-1	1	18	9	1.3	0	i	COc1ccccc1NC(=O)c1cc(C(=O)Nc2ccccc2OC)cc([N+](=O)[O-])c1
6	2	1	3	-1	-2	-8	11	-0.4	0	i	Cc1csc(SCC(=O)Nc2ccccc2C)n1
7	5	7	-3	2	1	-11	-9	37	2	i	Oc1cccc(/C=N/Nc2ccc(Cl)nn2)c1O
8	0	-3	1	-6	1	-5	1	3.7	1	i	C=CCn1c(SC(C)C(N)=O)nc2sc(CC)cc2c1=O (stereo not drawn)
9	-5	0	6	2	2	-6	-3	0.9	-2	i	CC(C)(C)c1ccccc1NC(=O)c1cccnc1
10	-1	-2	-2	-3	2	-5	-2	-1.6	-2	i	Cc1cc(S(=O)(=O)N2CCN=C2c2ccccc2)c(Cl)cc1Cl
11	-4	-4	-3	-4	8	-7	-2	-0.1	-1	i	Cc1ccccc1OCCSc1nnc(-c2ccncc2)n1C
12	2	10	3	-4	3	x	-2	-0.5	-3	i	COc1ccccc1N1CCN(S(=O)(=O)CCNC(=O)CC2CCCC2)CC1
13	0	4	11	-3	-2	x	0	1.2	-3	i	COc1ccc(Cc2c(-c3ccc(C)cc3)nc3cc(C)c(Br)c(C)n23)c(C)c1
14	5	11	x	-2	3	x	-1	0.1	x	x	COCCCNC(=O)C[C@@H]1C[C@@]2(C(=O)OC)CCCCC=C2N(CCC2=CCCCC2)C1=O
15	-6	-4	4	1	-1	-9	-7	-0.3	0	i	CC1(NC(=O)Cc2csc(-c3cccc(Cl)c3)n2)CCS(=O)(=O)C1 (stereo not drawn)
16	-4	6	6	0	-2	x	2	-0.9	5	i	CC(C)Nc1ncnc2c1ncn2[C@H]1CN(Cc2ccccc2)C[C@@H](CO)O1
17	20	6	-1	-1	4	-12	-14	-0.8	-3	i	O=C(COc1ccc([N+](=O)[O-])cc1Cl)Nc1ccc2[nH]c(=O)[nH]c2c1
18	2	7	2	-12	-2	-2	0	-0.2	1	i	CCOC(=O)C1(CCOc2ccccc2)CCN(Cc2ccc(OC)c(COC)c2)CC1
19	-2	12	0	-2	4	-8	-2	-0.3	-4	i	Cc1cc(NC(=O)Nc2cc(C)nn2-c2ccccc2)n(-c2ccccc2)n1
20	-4	3	2	3	7	-1	-21	-1.5	0	i	O=C(COc1ncnc2ccccc12)Nc1ccc(Cl)c([N+](=O)[O-])c1
21	1	11	1	8	8	-5	-1	-0.2	1	i	S=C(NCCN1CCOCC1)N/N=C/c1ccccc1
22	4	1	0	2	2	-3	-2	-2.6	-2	i	COc1ccc(C(=O)Nc2nc(C)cc(C)n2)cc1
23	8	-5	5	-2	-5	-5	-87	-10	-3	i	C#CCOCCOCCOCCNc1nc(N2CCN(C(=O)[C@H](CCCCN)n3cc(CN)nn3)CC2)nc(N2CCN(C(=O)[C@H](CC(N)=O)n3cc(C(N)[C@H](C)CC)nn3)CC2)n1 (stereo partly drawn)
24	2	-1	4	-6	-4	-4	3	-2.4	0	i	Cc1cccc(OCc2nnc(SCC(=O)Nc3cccc(C(=O)N4CCOCC4)c3)n2C)c1C
25	-19	-11	-21	7	7	-5	6	3.1	1	i	CC1=NN(c2ccc(Cl)cc2)C(=O)/C1=C\c1cccn1-c1ccc(S(N)(=O)=O)cc1
26	5	-3	-1	3	3	-1	-4	-0.6	-1	i	C=C(C)c1cccc(C(C)(C)NC(=O)N2CCCC(C)C2)c1 (stereo not drawn)
27	-13	17	6	-1	1	1	6	-1.2	0	i	C[C@H](CO)N1C[C@H](C)[C@@H](CN(C)S(C)(=O)=O)Oc2ccc(NC(=O)Cn3cnnn3)cc2C1=O
28	2	11	6	2	3	37	7	14	14	i	Cc1ccc(-n2nc3c(=O)n(CC(=O)NCc4ccccc4Cl)nc(C)c3c2C)cc1
29	9	11	1	3	3	-10	7	1.0	0	i	O=C(NNC(=S)Nc1ccc(F)cc1)C1[C@H]2CCCC[C@@H]12 (stereo partly drawn)
30	-16	13	0	-7	0	-5	-8	-0.3	0	i	Cc1nn(C)cc1CN(C)C(=O)c1cc(-c2ccccc2)nc2ccc(Br)cc12
31	4	7	4	6	0	-1	21	0.1	-2	i	O=C(N/N=C/c1ccncc1)c1ccccc1[N+](=O)[O-]
32	-10	0	-5	8	-14	1	-6	1.0	0	i	CCC(c1nnnn1Cc1ccco1)N(CCc1ccccc1)Cc1cc2cc(C)ccc2[nH]c1=O (stereo not drawn)
33	1	-4	-7	-1	0	-7	-12	4.3	-1	i	O=C(/C=C/C=C/c1ccccc1)CC1(O)C(=O)N(CCc2ccccc2)c2ccccc21 (stereo not drawn)
34	-2	2	1	-5	-3	0	5	-0.9	1	i	O=C(COC(=O)COc1ccc(Cl)cc1)NC1CCCC1
35	-2	12	1	-1	0	-8	-4	1.3	0	i	CCN(Cc1ccccc1)C(=O)COc1ccccc1
36	-14	11	30	6	0	47	-9	-0.6	-4	i	O=C(CSc1ccc2nnc(-c3ccccn3)n2n1)NCc1ccco1
37	4	-5	-1	-5	3	-9	4	0.4	0	i	Cc1ccc(S(=O)(=O)N2CCOCC2)cc1C(=O)OCc1nnc(-c2ccccc2)o1
38	7	-1	0	-2	-1	-3	4	-0.8	-1	i	Cc1cc(C)cc(OC(C)c2ccnc3nc(/N=C/N(C)C)nn23)c1 (stereo not drawn)
39	-10	5	-2	-1	-5	x	-8	-1.9	-1	i	Cc1ccccc1NC(=O)Nc1nc(C(N)C2CCCCC2)cs1 (stereo not drawn)
40	7	7	4	10	-2	21	2	1.9	4	i	CCOc1ccc(CCN2C(=S)N([C@@H](CC(C)C)CN3CCCC3CN3C(=S)NC[C@@H]3CC(C)C)C[C@@H]2CC(C)C)cc1 (stereo partly drawn)
41	8	8	-14	-14	-9	-4	-5	1.3	-4	i	CCCCNc1nc(Nc2ccc(C)c(Cl)c2)c2cnn(C)c2n1
42	4	0	1	0	1	1	9	0.0	1	i	COc1cccc(CN2CC(C(=O)N(C)CCCC3CCCC3)CCC2=O)c1 (stereo not drawn)
43	19	5	-2	0	5	0	8	2.8	0	i	COc1ccc([C@H]2/C=C\CN(Cc3ccc(N(C)C)cc3)[C@@H](C)C(=O)N2Cc2ccc(F)cc2)cc1
44	-12	2	0	5	2	-5	0	-1.3	-2	i	C#CC(C)(CC)NC(=O)Cn1nnc(-c2ccc(S(C)(=O)=O)cc2)n1 (stereo not drawn)

Reprinted at random: five records from the list
#	NRP1-CendR mod	SKN-1 inh	DNMT1 block	NadD block	MT1-MMP act inh	Scp-1 inhibitor	SUMO1 PPI mod	LMPTP inh	STEP block	Rpn11 block	compound
39	-10	5	-2	-1	-5	x	-8	-1.9	-1	i	Cc1ccccc1NC(=O)Nc1nc(C(N)C2CCCCC2)cs1 (stereo not drawn)
28	2	11	6	2	3	37	7	14	14	i	Cc1ccc(-n2nc3c(=O)n(CC(=O)NCc4ccccc4Cl)nc(C)c3c2C)cc1
43	19	5	-2	0	5	0	8	2.8	0	i	COc1ccc([C@H]2/C=C\CN(Cc3ccc(N(C)C)cc3)[C@@H](C)C(=O)N2Cc2ccc(F)cc2)cc1
38	7	-1	0	-2	-1	-3	4	-0.8	-1	i	Cc1cc(C)cc(OC(C)c2ccnc3nc(/N=C/N(C)C)nn23)c1 (stereo not drawn)
27	-13	17	6	-1	1	1	6	-1.2	0	i	C[C@H](CO)N1C[C@H](C)[C@@H](CN(C)S(C)(=O)=O)Oc2ccc(NC(=O)Cn3cnnn3)cc2C1=O

Full records from above.
Profile of CCC(c1nnnn1Cc1ccco1)N(CCc1ccccc1)Cc1cc2cc(C)ccc2[nH]c1=O (stereo not drawn) → NRP1-CendR mod = -10; SKN-1 inh = 0; DNMT1 block = -5; NadD block = 8; MT1-MMP act inh = -14; Scp-1 inhibitor = 1; SUMO1 PPI mod = -6; LMPTP inh = 1.0; STEP block = 0; Rpn11 block = i
Profile of O=C(COc1ncnc2ccccc12)Nc1ccc(Cl)c([N+](=O)[O-])c1 → NRP1-CendR mod = -4; SKN-1 inh = 3; DNMT1 block = 2; NadD block = 3; MT1-MMP act inh = 7; Scp-1 inhibitor = -1; SUMO1 PPI mod = -21; LMPTP inh = -1.5; STEP block = 0; Rpn11 block = i
Profile of CC(C)Nc1ncnc2c1ncn2[C@H]1CN(Cc2ccccc2)C[C@@H](CO)O1 → NRP1-CendR mod = -4; SKN-1 inh = 6; DNMT1 block = 6; NadD block = 0; MT1-MMP act inh = -2; Scp-1 inhibitor = x; SUMO1 PPI mod = 2; LMPTP inh = -0.9; STEP block = 5; Rpn11 block = i
